Compound activity deposited in PubChem BioAssay by several laboratories.
Cardiac RTF inh: cardiac RTF calcium desensitization; P19429+P45379; IANBD-labeled cardiac RTF, Ca2+ fluorescence; inhibition, % at 7.15 µM; hit rate 0.12% among 340,000; AID 493244;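 active means inhibition above the mean inhibition of all tested compounds plus 3 SD, cut at about 17% in these data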;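 further: assay run at fixed EC70 calcium of 1.6 mM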
Arr AP2 block: inhibitors of human beta-arrestin and AP2 interaction; FITC-arrestin peptide / GST-AP2 beads, flow cytometry; AP2 beta2 appendage carries R879A mutation; inhibition, % at 10 µM; hit rate 0.31% among 340,000; AID 504490;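 active means inhibition above a set limit, near 3 SD of compounds lacking own fluorescence, cut at about 54% in these data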;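 further: plate controls were DMSO wells for no effect and 5 µM unlabelled arrestin peptide for full effect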
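system = GST-tagged AP2 beta2-adaptin appendage (R879A) on 4 µm glutathione beads | reagent = FITC-labelled arrestin peptide probe, 50 nM final | schedule = compound with beads 12 min RT, then probe 1 h RT | signal = HyperCyt-sampled flow cytometry, FL1 channel, ex 488/em 535 nm | read-out = percent response from loss of bead-bound FITC fluorescence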
PvdQ inh: P. aeruginosa PvdQ acylase inhibition. purified PvdQ acylase, fluorescence plate reader. hit rate 0.063% among 340,000. inhibition, % at 10 µM; in the data active means inhibition above about 30%, passing the limit was not always enough;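 further: 0% = vehicle neutral wells and 100% = reference inhibitor wells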
NSD2 inh: blocks human histone methyltransferase NSD2 | O96028 | NSD2 peptide methylation, AlphaScreen, 120 min | inhibition, % at 12.5 µM | hit rate 0.54% among 310,000; in the data active means inhibition above about 50%
Target sequence (O96028 whole entry, looked up): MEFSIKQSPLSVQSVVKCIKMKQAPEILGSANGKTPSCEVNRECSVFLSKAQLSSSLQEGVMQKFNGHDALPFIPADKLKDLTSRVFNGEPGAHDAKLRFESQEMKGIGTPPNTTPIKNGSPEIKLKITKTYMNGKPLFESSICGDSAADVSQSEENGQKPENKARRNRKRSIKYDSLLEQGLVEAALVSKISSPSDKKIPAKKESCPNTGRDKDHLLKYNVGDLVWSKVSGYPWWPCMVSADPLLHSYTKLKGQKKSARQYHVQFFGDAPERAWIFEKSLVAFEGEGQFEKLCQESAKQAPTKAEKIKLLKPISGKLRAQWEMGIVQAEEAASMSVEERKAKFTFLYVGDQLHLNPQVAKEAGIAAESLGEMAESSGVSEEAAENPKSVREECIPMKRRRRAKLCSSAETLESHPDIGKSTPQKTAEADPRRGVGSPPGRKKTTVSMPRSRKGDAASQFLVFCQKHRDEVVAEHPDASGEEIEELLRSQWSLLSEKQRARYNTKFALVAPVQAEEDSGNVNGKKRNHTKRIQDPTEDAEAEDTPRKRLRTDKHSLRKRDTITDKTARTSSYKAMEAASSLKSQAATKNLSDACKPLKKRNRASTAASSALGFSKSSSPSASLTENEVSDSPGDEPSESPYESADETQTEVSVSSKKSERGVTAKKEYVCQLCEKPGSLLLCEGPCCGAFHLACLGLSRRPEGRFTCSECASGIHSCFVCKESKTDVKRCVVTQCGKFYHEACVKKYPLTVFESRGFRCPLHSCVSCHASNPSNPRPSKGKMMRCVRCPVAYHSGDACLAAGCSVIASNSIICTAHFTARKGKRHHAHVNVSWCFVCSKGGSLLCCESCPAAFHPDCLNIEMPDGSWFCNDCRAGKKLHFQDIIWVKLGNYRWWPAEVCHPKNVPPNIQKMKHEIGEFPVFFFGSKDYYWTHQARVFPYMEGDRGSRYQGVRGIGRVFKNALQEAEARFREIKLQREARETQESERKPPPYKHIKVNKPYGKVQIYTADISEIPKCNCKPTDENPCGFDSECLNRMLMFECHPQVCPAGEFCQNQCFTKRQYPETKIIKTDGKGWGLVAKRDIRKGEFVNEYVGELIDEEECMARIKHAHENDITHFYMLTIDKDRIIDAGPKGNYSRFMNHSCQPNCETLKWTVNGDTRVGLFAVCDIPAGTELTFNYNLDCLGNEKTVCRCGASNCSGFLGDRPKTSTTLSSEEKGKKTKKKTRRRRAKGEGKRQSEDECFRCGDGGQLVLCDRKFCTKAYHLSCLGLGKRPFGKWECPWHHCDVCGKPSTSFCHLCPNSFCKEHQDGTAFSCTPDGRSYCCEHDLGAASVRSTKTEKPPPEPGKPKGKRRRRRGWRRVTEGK
Keap1 Nrf2 FP: Keap1-Nrf2 (human) interaction inhibition; inhibition, % at 9.4 µM; AID 504523; Keap1 Kelch-Nrf2 peptide fluorescence polarization, 1536-well; Q14145; hit rate 0.15% among 340,000; in the data active means inhibition above about 12%;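 further: human Keap1 Kelch domain with fluorescein labeled Nrf2 9mer peptide probe; 0% = neutral control wells and 100% = peptide positive control; higher means more block of Keap1 binding to Nrf2 peptide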
DAGLB inh: diacylglycerol lipase beta (human) inhibition. HEK293T DAGLB membrane lysate, EnzChek fluorogenic substrate. inhibition, % at 5.17 µM. hit rate 0.059% among 340,000; in the data active means inhibition above about 34%;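 further: 0% = enzyme with vehicle and 100% = wells lacking enzyme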
PKA-R2B activ: activates the human PKA-R2B holoenzyme complex. P22694+P31323. PKA-R2B holoenzyme dissociation, Cy5-IP20 fluorescence polarization; R2B truncated from residue 108, S112A mutant; 0% DMSO only, 100% 113 µM cGMP. activation, % at 11.4 µM. hit rate 0.079% among 340,000. AID 504700;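 active means activation above a cutoff set at the mean over all compounds plus 3 SD, cut at about 18% in these data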;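 further: higher means more holoenzyme dissociation and a rise in polarization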
SR-BI DiI-HDL act: SR-BI HDL lipid transfer activation | CHO ldlA[mSR-BI] cells, DiI-HDL uptake fluorescence, 3 h; 100 = double the neutral-control signal | activation, % at 12.5 µM | hit rate 0.096% among 320,000;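 active means mean replicate activation of at least 60% and every replicate at or above 60%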;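 further: 0% = median plate neutral-control signal and 100% = twice that signal; values of inactives mirror those of a sister screen read the other way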
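material = CHO ldlA[mSR-BI] cells | medium = Ham's F12 with 0.5% BSA, HEPES 25 mM, pH 7.4 | reagent = fluorescent DiI-HDL, 10 µg/mL final | compound dosing = single-point compound dose | incubation = 3 h, 37 °C | measured by = bottom-read fluorescence, 550/595 nm | measure = HDL uptake via cellular fluorescence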
SR-BI HDL uptake: mouse SR-BI HDL lipid transfer inhibition | Q61009 | ldlA[mSR-BI] CHO cells, DiI-HDL uptake fluorescence, 3 h | inhibition, % at 12.5 µM | hit rate 0.96% among 320,000;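 active means mean replicate inhibition of at least 70% and a set share of replicates each scoring 70 or more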;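 further: 0% = median of neutral control wells and 100% = median of positive control wells; values of inactives mirror those of a sister screen read the other way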
LANA DNA inh: inhibitors of KSHV LANA C-terminal domain DNA binding; inhibition, % at 9 µM; AID 504423; MBP-C-LANA/FAM-LBS DNA binding, fluorescence polarization; hit rate 0.078% among 340,000;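 active means highest replicate inhibition at or above 60% at 9 µM, even if other replicates fall short; inactive means all replicates below 60% inhibition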;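 further: 0% = neutral control wells and 100% = 4 µM acridine orange control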
Active calls of the source: *; x = no result given.

compound,PKA-R2B activ,SR-BI DiI-HDL act,Keap1 Nrf2 FP,Arr AP2 block,Cardiac RTF inh,NSD2 inh,SR-BI HDL uptake,DAGLB inh,LANA DNA inh,PvdQ inh
N#Cc1c(N)nc(SCC(=O)NC2CCCCC2)c(C#N)c1-c1ccc(Cl)cc1,-8,3,5,11,-1,5,-3,-1,1.2,0
Cc1cccc(CCNC(=O)C2CCC(=O)N2Cc2ccc(F)cc2)c1 (configuration not stated),5,2,-9,1,-11,1,-2,-2,-2.0,-15
COc1cc(-c2nnc(SCC(=O)Nc3cc(C)on3)n2C)cc(OC)c1O,4,1,0,0,-8,-3,-1,5,-1.9,-4
C=COCCn1c(-c2nonc2N)nc2ccccc21,0,-10,-1,23,-5,2,10,-4,-1.4,3
CC(C)c1ccc(NC(=O)N2CCC(c3nc4ccccc4o3)CC2)cc1,11,-22,-2,27,-3,-3,22,-4,0.1,0
Cc1ccc(C)c(N2CCN(C(=O)Cn3ncc4c([nH]c5ccc(C)cc54)c3=O)CC2)c1,7,5,-2,4,1,-2,-5,0,-3.0,-11
COc1cc(/C=C2/C(=N)N3C(=NC2=O)SN=C3S(C)(=O)=O)ccc1OC(=O)c1ccco1,-4,-13,-9,26,-10,12,13,5,-9.4,0
Cc1nn(C)cc1S(=O)(=O)N1CCN(c2cccc(Cl)c2)CC1,5,-23,-5,12,-4,0,23,1,-1.0,-5
Nc1nc(=S)ss1,-7,-2,-3,28,-3,-4,2,-1,1.5,2
Cc1cccc(C)c1NC(=O)c1ccc([N+](=O)[O-])s1,-9,28,-1,-1,-6,-1,-28,2,-0.4,1
O=C(CN1CCCC1)NC(=O)NC1CCCC1,6,16,0,-7,-7,-2,-16,0,1.1,4
Cc1ccc(N(CC#N)C(=O)CS(=O)(=O)c2cccc([N+](=O)[O-])c2)cc1,-2,19,6,2,-4,-3,-19,2,0.7,-7
COc1ccc(OCCCN2CCc3ccccc3C2)cc1,2,-2,-3,-5,3,13,2,-3,0.4,12
CC(=O)c1c(C)[nH]c(C(=O)N(C)C(c2ccccc2)c2ccccc2)c1C,-4,-11,-3,-11,2,-1,11,-1,-2.1,-19
CC(Sc1nnc(-c2ccccc2F)o1)C(=O)Nc1ccc(N2CCOCC2)cc1 (configuration not stated),-2,7,-1,-1,-12,-1,-7,-1,-0.4,10
O=C(C1=C[C@H](c2ccc3c(c2)OCO3)C[C@H](OCc2ccc(CO)cc2)O1)N1CCCCCCC1,1,14,-3,2,5,x,-14,-2,-1.4,8
O=C(CN1CCN(c2ccccc2O)CC1)Nc1ccc([N+](=O)[O-])cc1Br,-5,-64,4,35,4,-1,64,0,0.6,12
COc1ccccc1CNC(=O)c1ccc(OCC2CCCO2)cc1 (configuration not stated),-6,-7,1,x,-8,-3,7,-2,1.7,-5
Cc1cc2c3c([nH]c2cc1S(=O)(=O)NCCCOC(C)C)CC(C)(C)CC3=O,8,1,-7,4,-14,-1,-1,-1,1.2,-20
COC(=O)C(CCSC)NC(=O)c1cc2c(n(-c3ccccc3)c1=O)CCCC2=O (configuration not stated),-6,-1,1,-14,2,-2,1,0,3.4,-12
O=S1(=O)CCO[C@H]2Cc3ccccc3[C@H]2N1Cc1ccc(F)cc1,6,16,-7,7,10,x,-16,-1,-2.1,-1
Cc1ccc2nc(-c3ccc(N4C(=NC(=O)CCC(=O)O)SC5CS(=O)(=O)CC54)cc3)sc2c1 (configuration not stated),5,26,-2,3,-6,x,-26,0,2.1,-16
COC(=O)CN1C(=O)C2(C(C#N)=C(N)Oc3c2c(C)nn3-c2ccccc2)c2ccccc21 (configuration not stated),-8,4,-6,-4,-2,-1,-4,2,-0.7,-13
CCCc1cc(=O)[nH]c(SCC(=O)Nc2cc(S(=O)(=O)N3CCCCC3)ccc2Cl)n1,-16,9,-3,-4,-1,5,-9,-1,-1.1,-13
Cc1nn2c(-c3ccncc3)nnc2c2ccccc12,-6,12,1,1,-6,0,-12,-1,3.8,-22
COc1ccc(Nc2nnc(C)c(=O)[nH]2)cc1,-1,26,-4,1,0,x,-26,-1,-0.6,-12
O=C(COC(=O)c1ccccc1Br)NCc1cccs1,-3,1,-4,3,-1,-4,-1,0,-1.1,-14
c1ccc(-n2ncc3c(NCc4cccnc4)ncnc32)cc1,1,23,2,4,-3,-2,-23,-1,-0.1,-3
Cc1n[nH]c(=O)c2c(NC(=O)CSc3nnnn3-c3ccccc3)oc(C)c12,-8,-5,2,9,-3,0,5,-1,-0.9,7
O=C(O)C1=C(Nc2ccccc2)OCC1=O,3,x,-6,41,7,-2,x,-2,-1.6,3
CSCCC(NC(N)=O)C(=O)Nc1cccc(S(=O)(=O)N2CCOCC2)c1 (configuration not stated),7,-1,-3,-8,-34,-2,1,2,-1.4,-10
CCOC(=O)c1ccc(NC(=S)N(CCCN2CCCC2)Cc2cccs2)cc1,-3,-11,-5,-1,-4,x,11,2,-7.7,2
N[C@@H](Cc1ccccc1)c1nnc(SCc2ccccc2Cl)o1,5,-18,2,18,-8,-2,18,-4,-5.0,-9
COc1ccc(C2=NS(=O)(=O)N(C)C(C(=O)N3CCC(C)CC3)=C2)cc1,3,-34,-6,-4,-2,x,34,0,1.4,6
Cc1ccnc2nc(C(=O)OCC(=O)c3ccc(NC(=O)CC(C)C)cc3)nn12,-6,-3,-6,-2,-6,0,3,2,6.5,-6
CCCCCCN1N=C(C)C(C(=O)c2ccc(Cl)cc2)C1=O (configuration not stated),-6,24,6,4,7,3,-24,-2,-1.9,9
Cc1ccc(SCC(=O)NC(C)c2ccccc2)cc1 (configuration not stated),14,3,-1,3,-7,-3,-3,-4,10,-16
O=C(CCSCc1cccc(Cl)c1)NCCC1=CCCCC1,-9,18,-7,7,-5,-3,-18,-10,-0.9,-13
CCCOc1ccc(CNCCCOCC)cc1OC,-6,13,-1,-12,-4,-1,-13,0,-1.5,12
O=C(N1CCCC1)n1c(Cc2ccccc2)nc2ccccc21,-10,27,1,4,-4,-9,-27,-3,0.7,0
CS(=O)(=O)N1CCN(c2ccccc2NC(=O)c2ccc3c(c2)OCCO3)CC1,-9,x,1,-8,-2,-3,x,1,1.7,-16
COc1cccc(-c2nc(CS(=O)(=O)CC(=O)NCCCN3CC(C)CC(C)C3)c(C)o2)c1 (configuration not stated),3,6,0,8,5,3,-6,-2,-0.2,6
CC(C)Cc1nnc(NC(=O)CCC(=O)Nc2ccccc2F)s1,-1,3,0,-4,-1,-1,-3,1,0.0,-12
COc1ccc(NC(=O)CN(C)C(=O)c2c(C)nn(-c3ccccc3)c2Cl)cc1,-5,-27,4,-16,-7,-1,27,2,0.6,-7
CCN(CC(=O)NCc1ccc(Cl)cc1)C(=O)Cc1ccc(OC)cc1,-5,0,0,18,-5,1,0,-3,-3.6,-5
Cc1ccc(C)c(N(CC(=O)N(C)C)S(C)(=O)=O)c1,-12,4,0,16,-5,1,-4,2,-1.4,5
O=C(c1cnn2c(C(F)(F)F)cc(-c3cccs3)nc12)N1CCN(C(c2ccccc2)c2ccccc2)CC1,-15,23,-2,-5,0,-1,-23,-3,-1.0,-4
O=[N+]([O-])c1cccc(/C=C/c2ccncc2)c1,-5,-16,-3,10,3,2,16,0,-1.3,-2
O=C(O)c1ccc(N=c2oc3cc(O)ccc3cc2C(=O)NCc2ccccc2)cc1,10,11,3,2,-8,10,-11,0,-0.1,7
COc1ccc(C2=NS(=O)(=O)N(C)C(C(=O)Nc3ccc(OC)c(OC)c3)=C2)cc1,0,-47,-2,-1,-3,x,47,1,0.8,-3
CN(C)C1=NCCN1CCc1cccc(F)c1,0,2,4,4,-3,x,-2,3,1.8,-2
CNc1nc(N)c([N+](=O)[O-])c(Nc2ccccc2OC)n1,2,-19,-6,6,3,-1,19,0,-0.2,5
COc1cc(C(=O)N/C(=C\c2cn(C)c3ccccc23)C(=O)N2CCOCC2)cc(OC)c1OC,-2,8,3,2,-7,10,-8,-2,1.0,4
CC(C)(C)c1cc(CCC(=O)N2CCCC2)cc(C(C)(C)C)c1O,0,-15,-2,11,3,1,15,-5,-0.4,7
CCc1nnc(SCc2cccc(F)c2)nc1CC,-6,-30,-6,-15,0,x,30,-3,-1.7,-2
CN(C)S(=O)(=O)c1ccc(NC(=O)C2CCCN(C(=O)c3ccc(Cl)cc3)C2)cc1 (configuration not stated),8,-27,1,56*,10,-2,27,1,-0.3,0

The results go on:
compound,PKA-R2B activ,SR-BI DiI-HDL act,Keap1 Nrf2 FP,Arr AP2 block,Cardiac RTF inh,NSD2 inh,SR-BI HDL uptake,DAGLB inh,LANA DNA inh,PvdQ inh
Cc1cc(C)cc(NS(=O)(=O)c2cccs2)c1,-10,-6,5,-12,8,-3,6,-2,-0.9,-7
CC1(C)CNC(=O)c2sc(N3CCOCC3)nc2C1,-3,5,3,-3,-13,-1,-5,0,1.1,-3
Nc1c(C(=O)NCc2ccco2)sc2nc(N3CCOCC3)c3c(c12)CCCC3,-8,-60,-1,5,-9,-7,60,0,-3.3,-26
CC1O[C@H](OC2C(COC3OC(CO)C(O)[C@H](O)C3O)OC(OC3CC[C@]4(C)C(CC[C@@]5(C)[C@@H]4C=C[C@]46OC[C@@]7(CCC(C)(C)C[C@H]74)C(O)C[C@@]56C)C3(C)C)C(O)C2O)C(O)C(O)C1O (some centres not stated),-5,10,-2,-2,7,x,-10,-1,-1.9,11
CC(=O)c1ccc(C(=O)N2CCCC(CCC(=O)N(C)CCc3ccccn3)C2)s1 (configuration not stated),-6,19,6,39,2,1,-19,3,-0.9,-3
Cc1ccc(-n2c3c(cc(C(=O)NCc4ccco4)c2=O)C(=O)CCC3)cc1,-1,-5,-1,17,-22,30,5,2,0.3,-6
NC(=O)c1ccc(NC(=O)CSC2=Nc3ccccc3C3CC=NN23)cc1 (configuration not stated),3,-1,-1,-2,-6,x,1,-3,1.0,-21
Cc1c(NC(=S)NC(=O)c2ccc(Br)o2)c(=O)n(-c2ccccc2)n1C,3,-4,-2,21,6,-2,4,-2,-0.7,3
COCCN(Cc1nc(C(c2ccccc2)c2ccccc2)no1)C(C)C,-8,17,-4,15,5,1,-17,-6,-1.6,-14

An excerpt of the results above:
compound,PKA-R2B activ,SR-BI DiI-HDL act,Keap1 Nrf2 FP,Arr AP2 block,Cardiac RTF inh,NSD2 inh,SR-BI HDL uptake,DAGLB inh,LANA DNA inh,PvdQ inh
Cc1c(NC(=S)NC(=O)c2ccc(Br)o2)c(=O)n(-c2ccccc2)n1C,3,-4,-2,21,6,-2,4,-2,-0.7,3
COCCN(Cc1nc(C(c2ccccc2)c2ccccc2)no1)C(C)C,-8,17,-4,15,5,1,-17,-6,-1.6,-14
